Assay outcomes: PubChem BioAssay, National Center for Advancing Translational Sciences (NCATS)
GLP1R cytotox – cytotoxicity counter-screen for GLP-1 receptor inverse agonists. Potency, µM (titrated, usually from 38.3 µM), for the others: at the top dose activity change, negative = inhibition, actives largely listed as inhibitors. HEK293 cAMP-luciferase reporter cells, luminescence, 24 h. actives 0.13% (n = 410,000);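 further: loss of luciferase light is scored as toxicity; potency means the concentration at half of the fitted maximal effect; on the % scale 0 is the no-effect control and ±100 the full control effect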
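Quantitative HTS format, 1536 wells, 200 cells/uL seeded. Compounds: 23 nL, 24 h, 37 °C. Detection: luciferase reagent, luminescence at 12 min RT; decreased signal taken as cytotoxic.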
Akt phos inh – Akt phosphorylation inhibition. Neuro2A IGF-stimulated pAkt S473 HTRF, 20 min; stronger effect = lower value. activity change, % for hits at 50 µM. actives 0.32% (n = 360,000); in the data active means activity change below about -80%; inconclusive means mostly about -51% to -80%; further: on the % scale 0 is the no-effect control and ±100 the full control effect
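Neuro2A cells (4,500/well, DMEM with 0.5% FBS) were treated with compound at a single 50 µM final concentration, stimulated with 6 nM IGF for 20 min at 37 °C, and lysed. Phospho-Akt Ser473 was read by HTRF as 665/615 ratio ×10^4.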
Abeta yeast res – compounds reversing amyloid beta toxicity in yeast. yeast expressing A-beta42, growth rescue, OD600, 48 h; response scale: 0% DMSO, 100% iron-clioquinol control. Potency, µM (highest dose often 46.1 µM), inactives show at the highest dose growth rescue, most hits filed as activators. actives 0.063% (n = 410,000). AID 1347071; further: potency means the concentration at half of the fitted maximal effect; nearly all actives have a fitted effect of over 55% in size
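Yeast growth medium received pinned compounds, then yeast cells expressing toxic A-beta were added; plates incubated at 30 C for 48 hr. Growth read as absorbance at 600 nm, normalized to DMSO and equimolar FeCl3 plus clioquinol controls.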
PTHR1 agonist – PTHR1 (human) receptor agonism | actives 0.075% (n = 410,000) | HEK293 GP2 PTHR1 cells, GloSensor cAMP luminescence, 1 h | Q03431 | Potency, µM (doses to about 115 µM), for the others: top-dose activation, most hits filed as activators; further: potency means the concentration at half of the fitted maximal effect; nearly all actives have a fitted effect of over 55% in size; some results filed as inactive show a strong effect at the top dose; inactives centre near -15; many of its hits are not listed in these tables
Target sequence (Q03431 whole entry, looked up): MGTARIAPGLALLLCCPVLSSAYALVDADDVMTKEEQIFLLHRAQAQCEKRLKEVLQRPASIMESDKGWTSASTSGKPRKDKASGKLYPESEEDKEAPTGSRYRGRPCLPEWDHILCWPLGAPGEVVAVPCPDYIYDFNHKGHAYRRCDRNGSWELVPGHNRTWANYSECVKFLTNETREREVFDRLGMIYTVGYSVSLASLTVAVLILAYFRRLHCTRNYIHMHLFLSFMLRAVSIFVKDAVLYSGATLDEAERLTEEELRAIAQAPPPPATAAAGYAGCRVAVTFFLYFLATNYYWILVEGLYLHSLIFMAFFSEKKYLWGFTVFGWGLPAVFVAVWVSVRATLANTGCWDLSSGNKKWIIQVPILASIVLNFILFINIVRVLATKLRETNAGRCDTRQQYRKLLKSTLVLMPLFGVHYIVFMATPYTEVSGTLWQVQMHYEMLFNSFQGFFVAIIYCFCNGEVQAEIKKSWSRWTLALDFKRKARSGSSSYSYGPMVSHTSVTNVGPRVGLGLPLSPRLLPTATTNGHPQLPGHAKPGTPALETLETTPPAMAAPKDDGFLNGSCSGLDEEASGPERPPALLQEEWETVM
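HEK-293-derived GP2 cells expressing PTHR1 and a GloSensor cAMP reporter, 3,000/well, plated overnight, given luciferin plus IBMX (each 0.5 mM as added) for 1 h at 37 °C, then compound for 1 h at 37 °C. Luminescence was read after 15 min at room temperature.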
Mm-Cpn inhibitor – M. maripaludis TRiC chaperonin inhibition. purified Mm-Cpn ATPase, ADP Transcreener TR-FRET. Potency, µM (titrated, usually from 76.9 µM), inactives show top-dose activity, negative = inhibition, hits mostly inhibitors. actives 0.031% (n = 330,000). AID 504842; further: potency means the concentration at half of the fitted maximal effect; on the % scale 0 is the no-effect control and ±100 the full control effect; nearly all actives have a fitted effect of over 80% in size
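Compound-treated chaperonin, 25 nM final, turns over 10 uM ATP at 37°C for 30 min following a 10 min preincubation; ADP generated competes with ADP-d2 for Eu-cryptate antibody, lowering FRET.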
FUS yeast rescue – suppressors of FUS proteinopathy in yeast; S. cerevisiae FUS-expressing, growth rescue, OD600, 24 h; Potency, µM (doses to about 76.6 µM), without a hit: top-dose growth rescue (activation), usual class: activators; AID 1347120; actives 0.24% (n = 390,000);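 further: potency means the concentration at half of the fitted maximal effect; plate controls were DMSO vehicle for no effect and reference control for full effect; nearly all actives have a fitted effect of over 55% in size; some results filed as inactive show a strong effect at the top dose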
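Read-out: OD at 600 nm after 24hr at 30C, reporting rescue of FUS-induced yeast toxicity. Cells at OD 0.005 in galactose (2%) minimal medium; compounds tested in a dilution series; CP55940 titration from 92uM final as control.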
aSyn rescue – alpha-synuclein toxicity inhibition in yeast | Yeast expressing alpha-synuclein, growth rescue, BacTiter-Glo, 24 h | Potency, µM (titrated, usually from 46.1 µM), inactives show at the top dose growth rescue (activation), most hits filed as activators | actives 0.14% (n = 370,000); further: potency means the concentration at half of the fitted maximal effect; % of control where 0% means no effect; nearly all actives have a fitted effect of over 65% in size
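Galactose-induced alpha-syn yeast (OD600=0.02, raffinose-pregrown) + pinned cpd, 24 hr, 30 deg C; growth by BacTiter-Glo luminescence. Growth restoration scores as activation.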
GLP-1R inv ag – GLP-1 receptor (human) inverse agonism; Potency, µM (doses to about 38.3 µM), inactives show at the top dose activity change, negative = inhibition, actives largely listed as inhibitors; P43220; AID 624417; HEK293 GLP-1R CRE-luciferase, luminescence, 24 h; GLP-1R form is constitutively active; actives 1.6% (n = 410,000); further: potency means the concentration at half of the fitted maximal effect; on the % scale 0 is the no-effect control and ±100 the full control effect; nearly all actives have a fitted effect of over 55% in size
Target sequence (P43220 whole entry, looked up): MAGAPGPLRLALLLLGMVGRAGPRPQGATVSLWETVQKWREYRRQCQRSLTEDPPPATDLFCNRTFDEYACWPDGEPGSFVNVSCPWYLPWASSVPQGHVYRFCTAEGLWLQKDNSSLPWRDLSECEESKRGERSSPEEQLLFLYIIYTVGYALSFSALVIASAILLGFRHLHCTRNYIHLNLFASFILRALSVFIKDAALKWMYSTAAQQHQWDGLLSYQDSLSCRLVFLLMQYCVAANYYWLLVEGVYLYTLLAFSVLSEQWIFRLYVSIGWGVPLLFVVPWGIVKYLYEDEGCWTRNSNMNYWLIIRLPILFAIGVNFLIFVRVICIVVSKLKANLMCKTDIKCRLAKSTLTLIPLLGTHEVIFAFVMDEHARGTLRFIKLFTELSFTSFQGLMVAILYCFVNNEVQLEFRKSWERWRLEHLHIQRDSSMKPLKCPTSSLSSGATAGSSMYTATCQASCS
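Inverse agonism was detected as reduced cAMP-driven luciferase luminescence after 24 h compound treatment. The cells were HEK293 clones expressing constitutively active human GLP-1R with the reporter. Reporter-only and GPR119 cell lines served as counterscreen controls.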
TDP-43 yeast inh – inhibitors of TDP-43 toxicity in yeast; TDP-43 expressing yeast growth rescue, BacTiter-Glo, 24 h; Potency, µM (top dose mostly 46.1 µM), without a hit: at the highest dose growth rescue (activation), hits mostly activators; actives 1.8% (n = 410,000); AID 652104; further: potency means the concentration at half of the fitted maximal effect; % of control where 0% means no effect; nearly all actives have a fitted effect of over 50% in size
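Yeast cells expressing TDP-43 under galactose induction are exposed to compounds for 24 hr at 30 deg C. BacTiter-Glo luminescence measures growth, so protective compounds score as activators.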
An asterisk follows results filed as active; i = inactive; u = inconclusive; x = no result given; [ ] = remark or other dose. Unless noted, the call rests on the fitted dose curve; in most records, active means well fitted curve in the direction sought with a large enough effect; inconclusive means small, poorly fitted or top-dose-only effect, or another doubt; inactive means no such curve, though single readings can be large; an effect the other way counts as inactive or inconclusive. This is a subset (hit frequency here may not be typical).

SMILES | GLP1R cytotox | Akt phos inh | Abeta yeast res | PTHR1 agonist | Mm-Cpn inhibitor | FUS yeast rescue | aSyn rescue | GLP-1R inv ag | TDP-43 yeast inh
COc1ccc(N2CCN(C(=O)CN3C(=O)C4CC=CCC4C3=O)CC2)cc1 (stereo unspecified) | 5% | i | 3% | -4% | -2% | 11% | 0% | 2% | 23%
CCN(C(=O)COC(=O)c1sccc1C)c1c(N)n(Cc2ccccc2)c(=O)[nH]c1=O | -30% | i | -8% | i | 1% | x | 1% | -1% | -2%
CCc1ccc(CNC(=O)c2cnc3sc(N4CCCCC4)nn3c2=O)cc1 | 17% | x | -18% | -12% | x | -8% | x | 3% | -4%
COc1ccc(Cl)cc1C(=O)Nc1ccc(NC(=O)C(C)C)cc1 | -23% | i | -2% | -6% | 3% | 17% | 3% | -30% | -15%
Cc1cc(C(=O)N2CCN(S(C)(=O)=O)CC2)sc1-c1ccccc1 | 7% | -82%* | -1% | i | 1% | 16% | -2% | 5% | -23%
Cc1cccc(NC2=NC3(CCCCC3)N=C(N)N2)c1C | -14% | i | -11% | -2%[57.5 µM] | 0% | 3% | -8% | 15% | -28%
COc1ccccc1Nc1nc(N)nc(CN2CCC(Cc3ccccc3)CC2)n1 | u | i | 10% | i | -1% | 14% | -5% | u | u
O=C(Cn1nc(-c2ccco2)ccc1=O)Nc1ccc(Cl)c(Cl)c1 | -28% | i | -14% | 0% | 0% | -10% | 4% | u | 12%
COc1ccccc1NC(=O)N(Cc1ccco1)Cc1cc2cccc(C)c2[nH]c1=O | -14% | i | 0% | -1%[57.5 µM] | -2% | u | 1% | 11µM* | -22%
Cc1cn2c(=O)cc(COC(=O)c3ccc(NC(=O)COc4ccc(C)c(C)c4)cc3)nc2s1 | 1% | x | -10% | -1% | x | -7% | x | 11% | 21%
CC(C)CCN1CCN(CC#Cc2ccccc2)CC1CCO (stereo unspecified) | -49% | i | -8% | i | 2% | -15% | 0% | -23% | -1%
Cc1cc(C)c(NC(=O)CS(=O)CC(=O)NCC2CCCO2)c(C)c1 (stereo unspecified) | 9% | i | 9% | i | 2% | 0% | 2% | 20% | -8%
Cc1cc(C)cc(N(CC(=O)N2CCCCCC2)S(C)(=O)=O)c1 | u | i | 4% | i | 0% | 12% | -5% | -11% | -11%
Cc1cc(C)c2c(c1)cc(C)c1nnc(SCC(=O)N3CCCc4ccccc43)n12 | -10% | i | u | i | -2% | x | -10% | 11% | 23%
CCC(C)NCC(=O)Nc1ccc(-c2nc3cc(NC(=O)CNC(C)CC)ccc3o2)cc1 (stereo unspecified) | u | i | -3% | 1% | 2% | 10% | 3% | -19% | 6%
Cc1ccccc1Cn1c(=O)n(-c2ccc(Cl)cc2)c(=O)c2c3c(sc21)CCCC3 | 1% | x | 2% | i | x | -37% | x | 1% | 17%
Cc1ccc(NC(=O)c2cccc(C(=O)Nc3ccc(C)cc3C(=O)O)c2)c(C(=O)O)c1 | 2% | i | -3% | -2% | 1% | -3% | 0% | -5% | -9%
Cc1nc(-c2cc(-c3nc(-c4cc(C(F)(F)F)cc(C(F)(F)F)c4)no3)no2)cs1 | -16% | i | 10% | -17% | -2% | -23% | 0% | 16% | 8%
CCN(CC(=O)Nc1ccc(OC)cc1)C(=O)c1ccc2c(c1)NC(=O)CS2 | -1% | i | 0% | -6% | 1% | 35% | -7% | -6% | -17%
O=C(COc1ccccc1Cl)N1CCN(c2ccc(F)cc2)CC1 | -13% | i | 10% | -6% | -9% | 1% | -1% | u | u
O=C(Nc1cccc(C(=O)O)c1)/C(=C\c1ccccc1)NC(=O)c1cccc2ccccc12 | 0% | i | -2% | i | 0% | 32% | -1% | 0% | 1%
Cc1ccc(NC(=O)c2ccc(NCCN)c([N+](=O)[O-])c2)cc1Cl | -27% | i | u | i | 0% | x | -13% | u | 9%
CCN1CCC(N2CCN(c3ccc(F)cc3)CC2)CC1 | 12% | i | 17% | -3% | 1% | -4% | 4% | -21% | -3%
Cc1ccc(C(=O)OCC(=O)NCc2ccco2)s1 | 6% | i | -15% | -1% | 2% | 5% | -14% | 11% | -17%
O=C(N/N=C/C1CC=CCC1)c1cc(-c2cccnc2)nc2ccccc12 (stereo unspecified) | -28% | i | -1% | i | 0% | 22% | -1% | -1% | -4%
COc1c(Cl)cc(C(=O)O)cc1Cl | 7% | i | -6% | -10% | x | -12% | -9% | 15% | 35µM*
Cc1cc(-c2n[nH]c(=S)n2-c2ccccc2)nn1C | -24% | i | -13% | i | 0% | x | -5% | -19% | 2%
CC(=O)c1ccc(NC(=O)Cn2c(-n3nc(C)cc3C)nc(C)cc2=O)cc1 | -13% | x | 18% | -24% | x | 7% | x | -2% | u
Cc1cccc(-c2cc(NC=O)c3ncc(-c4cccc(C(=O)N(C)C)c4)n3c2)c1 | -11% | i | -13% | i | x | 40% | 2% | 13% | 15%
CC(CCc1ccccc1)NC(=O)COC(=O)c1cccs1 (stereo unspecified) | -1% | i | 11% | i | -1% | -3% | 7% | 10% | 15%

Brought forward from above: three compounds, followed by the next part.
SMILES | GLP1R cytotox | Akt phos inh | Abeta yeast res | PTHR1 agonist | Mm-Cpn inhibitor | FUS yeast rescue | aSyn rescue | GLP-1R inv ag | TDP-43 yeast inh
CC(=O)c1ccc(NC(=O)Cn2c(-n3nc(C)cc3C)nc(C)cc2=O)cc1 | -13% | x | 18% | -24% | x | 7% | x | -2% | u
Cc1cccc(-c2cc(NC=O)c3ncc(-c4cccc(C(=O)N(C)C)c4)n3c2)c1 | -11% | i | -13% | i | x | 40% | 2% | 13% | 15%
CC(CCc1ccccc1)NC(=O)COC(=O)c1cccs1 (stereo unspecified) | -1% | i | 11% | i | -1% | -3% | 7% | 10% | 15%
COc1ccc(NC(=O)CC2C(=O)N(c3ccc(C)cc3)C(=O)N2Cc2cccnc2)cc1 (stereo unspecified) | 3% | x | 9% | i | x | 4% | x | -1% | 1%
O=C(Nc1ccc(Cl)c([N+](=O)[O-])c1)c1ccc2c(c1)OCCO2 | -3%[7.66 µM] | i | -4% | -95%[inhibitor] | 2% | -8% | -1% | -18%[7.66 µM] | 24%
CNC(=O)/C=C/c1cccc(C(F)(F)F)c1 | 8% | i | -1% | i | 1% | -37% | 1% | 18% | 18%
COCCCn1c(SCC(=O)n2c(C)c(C)c3ccccc32)nnc1-c1ccoc1C | -3% | i | -16% | -16% | -1% | 42% | -2% | u | 23%
O=[N+]([O-])c1ccc(SCCc2ccccn2)cc1 | 21% | i | 18% | -36%[inhibitor] | -2% | 10% | -12% | 2% | u
Cc1[nH]c2ccccc2c1/C=N/NC(=O)CNC(=O)c1ccc2c(c1)OCO2 | 6% | i | -8% | -6% | -15% | -2% | 2% | 4% | -1%
C/C(=N\NC(=O)c1cc(C)oc1C)c1ccc(C)c([N+](=O)[O-])c1 | -2% | i | 5% | i | -1% | 5% | -6% | 12% | -4%
CC(=O)N1CCOc2ccc(S(=O)(=O)N3CCC(C(=O)NCc4ccc(F)cc4)CC3)cc21 | -7% | i | 3% | 26% | 0% | 16% | -4% | u | -19%
CCOc1ccc(/C=C(\C#N)C(=O)Nc2ccccn2)cc1 | 6% | i | -15% | -30% | 1% | -3% | -13% | 15% | 6%
CO/N=C(\Cn1ncc(N2CCCC2)c(Br)c1=O)c1ccc(Cl)cc1 | -18% | i | -10% | -1% | -1% | -3% | u | 11µM* | 12%
O=C(O)C(=O)Cc1c[nH]c2ccccc12 | 7% | i | -15% | -1% | -2% | -7% | -4% | -8% | 15%
COc1cc2nc(Cl)nc(NCCO)c2cc1OC | 6% | i | -1% | 19% | -1% | -18% | -4% | 30%[activator] | 0%
O=C(CNC(=O)c1ccc(F)cc1)N/N=C/c1cc(Br)ccc1OC(=O)/C=C/c1ccco1 | -5% | i | -16% | i | 1% | 8% | -2% | u | -17%
O=C(CN1CCNC(=O)C1)NCCc1ccc(Cl)cc1Cl | -1% | i | -15% | i | 0% | 15% | -5% | 4% | -23%[9.22 µM]
Cn1cc(CCC(=O)N2CCCC(N3CCN(c4ccccc4F)CC3)C2)cn1 (stereo unspecified) | 1% | i | -6% | -14% | 0% | -13% | 0% | -26% | 13%
O=C(NCc1ccccc1)C(c1ccccc1)N(Cc1cccs1)C(=O)c1cnccn1 (stereo unspecified) | -27% | i | -2% | i | 1% | 35% | -2% | -17% | 2%
O=C(OCC(=O)N1CCc2ccccc21)c1ccncc1 | 5% | i | -3% | 28% | 2% | 11% | 14% | 3% | -22%
OCCN(CC#CCC(O)(c1ccccc1)C1CCCC1)CCO (stereo unspecified) | 7% | i | -4% | -19% | -2% | -10% | -3% | -2% | -12%
O=C1c2ccccc2C(Nc2ccc(Cl)cn2)N1c1ccccn1 (stereo unspecified) | 0% | i | -17% | -32% | 2% | -2% | 6% | u | 0%
O=C1CN(C(=O)COC(=O)c2ccc(Cl)cc2)c2ccccc2N1 | 7% | i | -10% | -25% | 1% | -7% | 0% | 3% | 13%
CC1(C)CC(=O)C(C=NCCN2CCN(C(=S)Nc3cccc(Cl)c3)CC2)=C(O)C1 | -16% | i | -21% | i | 1% | 14% | 0% | 0% | 17%
Cc1ccc(S(=O)(=O)N2CCCCC2)cc1NC(=O)C1COc2ccccc2O1 (stereo unspecified) | 6% | i | 9% | -16% | x | 28% | -3% | u | u
